Screening results from PubChem.
CFTR F508del cor: CFTR F508del correction in bronchial cells | CFBE cells, YFP halide quenching; stimulated with forskolin plus potentiator P3; % fluorescence drop versus neutral controls | activity (quench increase), % at 7.58 µM | hit rate 0.36% among 350,000 | AID 720511;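 active = mean added fluorescence quench of at least 8% versus neutral control, with both replicates also reaching 8%; inconclusive = only one of the mean or replicate conditions met; inactive = mean below 8% and not both replicates reaching 8%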;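 note: cells transiently co-express mutant CFTR-F508del with the halide-sensitive YFP; corrector assay measuring rescue of mutant channel to the surface after 24 h compound exposure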
RAD54 branch: inhibitors of human RAD54 branch migration | Q92698 | RAD54 Holliday junction branch migration, FAM/BHQ fluorescence | inhibition, % at 10.4 µM | hit rate 0.14% among 360,000;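 active = mean normalized replicate activity at least 40 and at least half of replicates scoring 40 or more; inconclusive = only one of the two criteria met; inactive = mean below 40 and under half of replicates reaching 40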;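 note: 0% = median of neutral control wells and 100% = median of positive control wells; inhibitors cause a drop in the FAM fluorescence signal; in these data hits start at about 50%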
Target sequence (Q92698 whole entry, looked up): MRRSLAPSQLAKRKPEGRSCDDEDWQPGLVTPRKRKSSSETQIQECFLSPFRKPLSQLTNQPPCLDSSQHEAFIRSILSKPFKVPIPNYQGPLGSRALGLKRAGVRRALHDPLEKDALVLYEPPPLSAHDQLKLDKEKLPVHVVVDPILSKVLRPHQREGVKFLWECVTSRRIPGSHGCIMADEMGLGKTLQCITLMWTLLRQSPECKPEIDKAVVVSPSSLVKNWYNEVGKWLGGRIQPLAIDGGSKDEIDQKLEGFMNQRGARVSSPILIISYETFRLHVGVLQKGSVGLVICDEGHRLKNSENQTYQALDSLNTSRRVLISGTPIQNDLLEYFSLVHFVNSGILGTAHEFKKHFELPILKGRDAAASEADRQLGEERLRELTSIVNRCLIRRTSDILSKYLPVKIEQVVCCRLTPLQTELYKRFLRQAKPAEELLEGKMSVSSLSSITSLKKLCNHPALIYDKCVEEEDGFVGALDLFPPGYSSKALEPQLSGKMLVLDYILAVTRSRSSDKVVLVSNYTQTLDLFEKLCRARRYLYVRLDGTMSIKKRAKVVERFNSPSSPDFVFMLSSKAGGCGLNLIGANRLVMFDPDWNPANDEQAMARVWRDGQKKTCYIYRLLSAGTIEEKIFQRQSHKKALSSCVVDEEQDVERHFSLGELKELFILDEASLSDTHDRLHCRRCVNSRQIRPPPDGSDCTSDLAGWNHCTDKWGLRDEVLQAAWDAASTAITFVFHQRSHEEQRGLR
XiGFP reactiv: X-chromosome reactivation activator | hit rate 0.055% among 360,000 | AID 743238 | activation, % at 7.58 µM | XiGFP mouse fibroblasts, % GFP-positive cells imaging, 3 d; cells co-treated with 5-aza-dC sensitizer; scaled so ellipticine positive control = 100%;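 active = mean normalized replicate activation at least 10% and every replicate at or above 10%; inconclusive = only one of the two criteria met; inactive = mean below 10% and not all replicates reach 10%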;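 note: 0% = median of on-plate neutral control wells and 100% = ellipticine 6 µM median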
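Material: XiGFP fibroblasts, SV40-immortalized; Buffer or medium: DMEM containing 5-aza-dC; Compound dosing: single point; Times: 3 days compound exposure.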
ERAP1 inh: inhibitors of human ERAP1 aminopeptidase | hit rate 0.15% among 340,000 | recombinant ERAP1, Leu-AMC fluorescence, 60 min | inhibition, % at 10.7 µM | Q9NZ08;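 active = mean replicate inhibition of at least 30%, or all replicates individually reaching that 30% level; inactive = mean below 30% and not every replicate reaching it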;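 note: 0% = neutral control wells and 100% = L-leucinethiol positive control wells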
esBAF inh: inhibitors of esBAF chromatin remodeling in mouse ES cells | Bmi1-luciferase knock-in reporter, 24 h; 100% = twice the neutral-well signal | reporter increase, % at 12.5 µM | hit rate 2% among 350,000; in the data active = activation above about 40%; inconclusive = no clear call, values can overlap the other calls;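 note: 0% = median of the plate's neutral control wells and 100% = double that signal; a rise in the Bmi1 reporter signal indicates esBAF inhibition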
INS-1E GSIS act: primary screen for activators of insulin secretion dependent on glucose, INS-1E cells, GLuc reporter luminescence | INS-1E GLuc reporter insulin secretion, 2-3 h | activation, % at 16.6 µM | hit rate 0.61% among 370,000 | AID 743287;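 active = lowest replicate activation of at least 40%, so every replicate reaches that level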;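 note: 0% = median of neutral control wells and 100% = median of IBMX positive control wells; some compounds called inactive have numbers as strong as hits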
RAD52 anneal inh: RAD52 (human) annealing inhibition; inhibition, % at 18.7 µM; P43351; hit rate 0.46% among 360,000; recombinant RAD52 DNA annealing, FRET fluorescence;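 active = every replicate showing at least 50% inhibition; inconclusive = mean inhibition at least 50% but not in every replicate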
ARNT TACC3 PPI: disrupts binding between human ARNT and TACC3. AlphaScreen His-ARNT PAS-B/GST-TACC3 binding, luminescence; TACC3 fragment carries E629A point mutation. inhibition, % at 9.99 µM. hit rate 0.66% among 390,000;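 active = mean inhibition of replicates at least 50% and at least half of replicates each reaching 50%; inconclusive = half or more replicates reach 50% but mean below 50%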;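 note: 0% = complete ARNT plus TACC3 wells and 100% = ARNT alone without TACC3; many hits fall short of the cut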
Numbers without * were called inactive; ? = inconclusive; / = not tested or not shown; & = joins results of further samples.

no.	smiles	CFTR F508del cor	RAD54 branch	XiGFP reactiv	ERAP1 inh	esBAF inh	INS-1E GSIS act	RAD52 anneal inh	ARNT TACC3 PPI
1	CN(C)C(=O)[C@]1(Cc2ccccc2CN=[N+]=[N-])N=C(c2ccc(OCCCO)cc2)O[C@@H]1c1ccccc1	-1.1	2.4	/	2.7	/	/	3.5	3.1
2	CCOc1ccc(CCNC(=O)c2ccc(S(=O)(=O)N3CCCC3)cc2)cc1OCC	0.0	5.6	-0.8	-0.2	1.0	-11.8	-7.3	3.6
3	O=C(NCc1ccc(Cl)cc1)c1ccc2c(=O)n(CC3CCCO3)c(=S)[nH]c2c1 (configuration not stated)	0.5	-8.5	0.0	2.6	-0.1	-1.3	-3.8	-1.1
4	CCOC(=O)N1CCc2c(sc3ncn(Cc4ccc(F)cc4)c(=O)c23)C1	-1.0	/	0.1	4.2	/	/	-4.8	-1.0
5	CCc1nc2ccc(C(=O)NCCCN3CCN(c4ccc(F)cc4)CC3)cc2nc1CC	0.0	3.3	0.0	-0.5	-5.9	-35.2	1.6	13.3
6	CCCC#Cc1cnc2c(c1)C(=O)N([C@H](C)CO)C[C@H](C)[C@H](CN(C)C(=O)CCN1CCCCC1)O2	-1.9	3.7	-0.7	-2.9	-3.8	2.6	21.4	0.2
7	Cc1ccc(S(=O)(=O)Nc2ccc3cn[nH]c3c2)c(C)c1	-0.1	-10.8	0.1	-1.4	3.2	-12.5	-3.8	/
8	COc1ccc(S(=O)(=O)Nc2ccc3c(c2)[C@@H]2C[C@H](CC(=O)NCC4CC4)O[C@H](CO)[C@@H]2O3)cc1	-2.0	?	-0.1	-0.9	4.1	3.3	10.4	3.4
9	CCCNC(=O)N1c2ccccc2Sc2ccccc21	-1.8	/	0.0	0.3	/	/	-5.3	-6.5
10	CCOC(=O)CC(C#N)c1cn(C)c2ccccc12 (configuration not stated)	/	3.9	/	/	1.4	1.1	/	-1.7
11	CCCCNC(=O)CCCCn1c(=S)[nH]c2c([nH]c3ccc(OC)cc32)c1=O	0.7	/	-0.1	1.1	/	14.0	-3.6	-4.2
12	COc1ccc([C@H]2C[C@@H](n3cc(C4CC4)nn3)[C@H](O)CN2C(=O)C2CCCCC2)cc1	1.2	/	-0.2	18.5	-0.5	-7.8	-7.9	/
13	Nc1ccn([C@@H]2O[C@H](C(=O)NCc3ccc4c(c3)OCO4)[C@@H](O)[C@H]2O)c(=O)n1	0.5	2.5	0.1	/	2.0	19.9	1.4	/
14	CCOC(=O)N1CCN(c2c(NCCN3CCN(Cc4ccccc4)CC3)c(=O)c2=O)CC1	-1.5	-2.7	-0.2	1.8	-10.3	9.3	-12.9	-5.8
15	COc1ccc(CN(C)C[C@H]2Oc3ccc(NC(=O)Nc4ccc(OC)cc4)cc3CC(=O)N([C@H](C)CO)C[C@@H]2C)cc1	0.8	5.0	0.6	-0.4	-5.4	-5.8	23.1	1.9
16	Clc1ccc(C2[C@H]3CN(Cc4cccnc4)[C@H](c4ccccc4)C34CC2(c2cccnc2)C4)cn1 (some centres not stated)	2.2	-8.7	-0.1	0.6	3.0	/	-78.7	0.5
17	C[C@@H]1CN([C@H](C)CO)C(=O)Cc2cc(NC(=O)Nc3ccc4c(c3)OCO4)ccc2O[C@@H]1CN(C)Cc1ccc(-c2ccccc2)cc1	1.2	0.3	-1.1	5.3	-3.8	-14.6	4.9	1.0
18	CC(C)Oc1ccc(N2CC(C(=O)Nc3ccccn3)CC2=O)cc1 (configuration not stated)	-1.5	/	-1.0	-3.0	/	-18.7	0.0	7.6
19	C=CCNC(=O)c1ccc(OC)cc1	0.6	-7.1	-0.1	0.1	-3.9	4.1	-6.7	-19.7
20	COc1ccccc1N(C)S(=O)(=O)c1ccc(C(=O)NCc2ccc3c(c2)OCO3)cc1	-1.2	/	0.1	-1.3	/	-14.7	-5.4	6.4
21	COc1ccc(CNc2ccc3c(c2)nc(C)n3C)cc1	/	16.0	/	/	25.6	22.8	/	10.9
22	CCC(=O)N1[C@@H](CO)[C@@H](c2ccccc2)C12CN(C(=O)NC1CCCC1)C2	1.6	/	0.0	2.1	/	31.5	14.4	/
23	CCOC(=O)c1c(C)[nH]c(C)c1C(=O)COC(=O)c1ccc([N+](=O)[O-])s1	9.3*	-6.9	-0.7	0.5	-6.4	-5.0	-2.2	13.8
24	COc1ccc(OCC(=O)N/N=C(\CCC(=O)O)c2cccs2)cc1	1.6	-4.4	0.4	-1.2	0.8	-7.5	-7.3	-1.1
25	Cc1ccc(/C=C/C(=O)OCC(=O)N(C)c2c(N)n(Cc3ccccc3)c(=O)[nH]c2=O)o1	-1.3	-7.1	0.1	1.6	-5.4	/	-19.5	/

Some of these compounds in order of the ARNT TACC3 PPI value, high to low:
nr	SMILES	CFTR F508del cor	ERAP1 inh	esBAF inh	INS-1E GSIS act	RAD52 anneal inh	ARNT TACC3 PPI
21	COc1ccc(CNc2ccc3c(c2)nc(C)n3C)cc1	/	/	25.6	22.8	/	10.9
18	CC(C)Oc1ccc(N2CC(C(=O)Nc3ccccn3)CC2=O)cc1 (configuration not stated)	-1.5	-3.0	/	-18.7	0.0	7.6
17	C[C@@H]1CN([C@H](C)CO)C(=O)Cc2cc(NC(=O)Nc3ccc4c(c3)OCO4)ccc2O[C@@H]1CN(C)Cc1ccc(-c2ccccc2)cc1	1.2	5.3	-3.8	-14.6	4.9	1.0

Other records follow.
no.	smiles	CFTR F508del cor	RAD54 branch	XiGFP reactiv	ERAP1 inh	esBAF inh	INS-1E GSIS act	RAD52 anneal inh	ARNT TACC3 PPI
26	Cc1ccc(N2C3=C(C(=O)CC(C)(C)C3)C(c3cn(C)nc3C)C3=C2CC(C)(C)CC3=O)cc1	-1.8	-5.7	-0.1	10.0	/	-5.1	-139.0	10.9
27	COc1ccc(CN(C)C[C@H]2OCCCC[C@@H](C)Oc3ccc(NC(=O)Nc4ccc(F)cc4)cc3C(=O)N([C@@H](C)CO)C[C@@H]2C)cc1	-2.6	3.5	1.0	2.1	-1.6	-37.7	8.3	10.3
28	N#CCC(=O)Nc1ccc(C(=O)NNC(=S)NC2CCCCC2)cc1	-4.6	-0.3	0.3	-0.3	-7.7	/	-24.9	/
29	CCc1nc2c(sc3nc4c(cc32)COC(C)(C)C4)c(=O)n1Cc1ccco1	/	0.0	/	/	-0.2	-25.4	/	-7.5
30	CCOC(=O)C1(Cc2ccccc2C)CCCN(C(=O)CCc2c(C)noc2C)C1 (configuration not stated)	1.7	1.3	0.2	-1.8	4.4	-14.0	-10.3	-5.2
31	COCCn1c(SCC(=O)c2[nH]c(C)c(C(C)=O)c2C)nc2ccccc2c1=O	1.3	4.8	0.0	1.3	9.3	6.4	-1.8	1.0
32	CCn1c(/C=C/c2ccc(O)c(O)c2)nc2ccccc2c1=O	-0.3	-1.4	0.0	6.7	-15.2	2.9	-97.3	17.8
33	Cc1ccc(C)c(N2CCN(C(=O)C34CC5CC(C3)CC(n3nnc(C)n3)(C5)C4)CC2)c1	-0.1	/	0.3	2.2	/	-35.2	-6.4	1.8
34	O=C(Cc1ccccc1)N1CCN=C1SCc1ccc([N+](=O)[O-])cc1	/	-2.0	0.2	-2.3	/	-15.1	-4.7	-24.9
35	CC(=O)N(C)c1ccc(NC(=O)Nc2ccccc2C)cc1	-3.2	0.1	0.3	-1.8	31.1	0.3	-14.0	/
36	CCOC(=O)Cc1ccc(Nc2nc3cc(-c4sccc4C)sc3c(=O)n2C)cc1	2.7	11.6	1.3	6.3	-3.4	1.1	-8.8	/
37	N#Cc1c(NCCN)nc(-c2ccccc2)c2c1CCCC2	/	0.0	/	/	0.9	20.5	/	3.5
38	CCCC1(c2ccccc2)NC(=O)NC1=O (configuration not stated)	5.4	-1.8	0.0	-7.9	-3.4	2.8	0.8	-1.5
39	CCCN1[C@@H]2c3ccc(-c4ccccc4)c(=O)n3C[C@H]1[C@H](CO)[C@H]2C(=O)NCCCN1CCOCC1	0.0	0.5	0.9	0.7	4.3	0.7	-6.8	-4.4
40	O=C(Nc1cc([N+](=O)[O-])ccc1Cl)C1CC1	/	3.8	-0.1	16.2	-8.9	11.5	-8.2	14.2
41	COc1ccc2c(CC(=O)NNC(=O)c3cccs3)coc2c1	0.5	-18.4	-0.2	-1.2	4.3	6.3	-5.2	2.1
42	O=S(=O)(c1ccccc1F)N1CCC(Oc2ccc(-n3cnnn3)cc2)CC1	0.8	12.4	0.1	1.0	-1.5	9.1	-9.2	1.4
43	CC(C)NC(=O)N(C)C[C@@H]1Oc2ccc(NC(=O)Cc3ccccc3)cc2C(=O)N([C@H](C)CO)C[C@@H]1C	-2.3	-0.3	-0.1	1.5	-6.1	4.8	-0.3	5.5
44	C[C@H]1CN([C@@H](C)CO)C(=O)CCCn2nncc2CO[C@H]1CN(C)S(=O)(=O)c1ccccc1F	-2.0&-0.2&-2.6	-5.6&0.2&2.9	0.2&0.3	-2.1&1.8	-5.8&1.4&1.5	14.9&3.1	-12.2&-0.1	-19.5
45	C[C@@H]1CN([C@@H](C)CO)C(=O)c2cccc(NS(=O)(=O)c3cn(C)cn3)c2O[C@H]1CN(C)C(=O)Nc1ccc(C(F)(F)F)cc1	-1.7	0.3	-0.1	0.8	-0.1	-10.3	2.6	-6.4
46	FC(F)(F)COc1ccc(-c2nnc(SCc3c(Cl)cccc3Cl)o2)cn1	-0.2	/	0.0	/	/	/	-4.4	-3.8
47	COc1ccc(CN(C)C[C@H]2OCCCC[C@@H](C)Oc3ccc(NS(=O)(=O)c4c(C)noc4C)cc3C(=O)N([C@@H](C)CO)C[C@@H]2C)cc1	-2.4	2.5	-1.1	/	-0.3	-7.1	/	1.0
48	O=C(NCC[C@@H]1CC[C@H](NS(=O)(=O)c2cccc(F)c2)[C@H](CO)O1)C1CCC1	1.4	6.6	-0.4	0.1	-0.7	8.0	7.0	-5.5
49	C[C@@H]1CN([C@@H](C)CO)C(=O)c2cc(C#Cc3ccccn3)cnc2O[C@@H]1CN(C)Cc1cncnc1	0.8	-5.2	-0.1	-0.9	2.8	5.7	-29.4	1.9
50	O=C1NC[C@H](CCCCN2C[C@H](Cc3ccc(O)cc3)N(CCc3ccccc3)C(=O)C2=O)N(CC2CCCCC2)C1=O	1.3	/	0.0	/	/	-12.0	-5.4	/
51	O=C(CN(C(=O)c1csnn1)c1cccc2c1CCCC2)NC1CCCC1	-0.2	/	0.0	0.1	-9.1	-4.0	1.3	-4.7
52	CCN1CCN(c2cc(C)c3cc(NC(=O)c4cccs4)ccc3n2)CC1	1.3	29.7	12.1*	1.2	-0.3	4.1	62.9*	16.7
53	COc1ccc(C(=O)CCN2CCc3cc(OC)c(OC)cc3C2)cc1	-2.5	-1.7	-0.1	-1.6	-0.1	-9.7	0.0	-3.4
54	COc1cc2cnc(-c3ccccc3)c(-c3ccc(C#N)cc3)c2cc1OC	2.0	-8.9	0.1	-3.1	-11.5	59.9	-10.9	-1.9
55	CCN(c1ccccc1)S(=O)(=O)c1ccc(C(=O)OC(C)C(=O)NCCC2=CCCCC2)cc1 (configuration not stated)	/	-9.2	0.3	/	/	-11.8	/	-9.3
56	CC1CC(C)CN(C(=O)c2cc3cc(Br)cc(Br)c3o2)C1 (configuration not stated)	0.5	/	0.0	1.6	/	-9.4	-15.5	-19.7
57	COc1ccc(N(CC(=O)N/N=C/c2ccc(-c3ccc([N+](=O)[O-])cc3)o2)S(=O)(=O)c2ccc(C)cc2)cc1	0.5	-13.2	-0.1	-0.8	/	-9.3	-81.8	-4.2
58	COC(=O)[C@]12C[C@H](CC(=O)N3CCN(C(=O)c4ccco4)CC3)C(=O)N(Cc3ccccc3)C1=C[C@H](C1CCCC1)O[C@@H]2C	1.1	/	0.1	-3.1	/	/	-4.9	/
